# High-throughput results as filed in PubChem BioAssay.
# Vif-APOBEC3F blk: inhibitors of Vif-A3F interaction. HeLa A3F-eYFP + Vif (tagged APOBEC3F with the HIV-1 protein that degrades it), YFP fluorescence increase. Potency, µM (series often up to 46.1 µM), for inactives: top-dose activity, negative = active. actives 0.2% (n = 390,000); further: % of control where 0% means no effect; nearly all actives have a fitted effect of over 65% in size
#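 HeLa cells stably expressing A3F-eYFP plus Vif, plated and incubated overnight at 37 deg C, then exposed to compounds overnight at 37 deg C. Blocked degradation read as raised yellow fluorescence (Ex 488/Em 500-530).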
# rTrxR1 inhibitor: rat TrxR1 inhibition. actives 1% (n = 390,000). O89049. Potency, µM (titrated, usually from 114 µM), inactives show at the highest dose activity change, negative = inhibition, actives largely listed as inhibitors. recombinant rTrxR1, NADPH fluorescence consumption, selenite substrate; further: on the % scale 0 is the no-effect control and ±100 the full control effect; nearly all actives have a fitted effect of over 65% in size
# Target sequence (O89049 whole entry, looked up): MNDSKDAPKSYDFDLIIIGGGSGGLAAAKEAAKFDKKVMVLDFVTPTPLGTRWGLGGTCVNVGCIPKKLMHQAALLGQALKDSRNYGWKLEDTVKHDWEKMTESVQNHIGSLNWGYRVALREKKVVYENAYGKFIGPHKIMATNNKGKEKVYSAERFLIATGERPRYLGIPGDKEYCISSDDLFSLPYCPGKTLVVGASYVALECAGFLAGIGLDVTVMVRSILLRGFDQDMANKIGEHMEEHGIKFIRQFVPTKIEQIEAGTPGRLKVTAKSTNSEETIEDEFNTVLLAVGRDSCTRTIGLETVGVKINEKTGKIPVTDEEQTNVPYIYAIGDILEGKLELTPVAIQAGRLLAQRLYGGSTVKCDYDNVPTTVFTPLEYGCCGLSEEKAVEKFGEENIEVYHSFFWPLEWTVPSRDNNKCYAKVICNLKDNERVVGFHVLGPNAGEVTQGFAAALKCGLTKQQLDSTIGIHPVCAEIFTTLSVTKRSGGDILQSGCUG
#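 Rat TrxR1 (90 nM in the dispensed reagent) was pre-reduced with 400 uM NADPH for 5 min at room temperature, then incubated with compound for 15 min. After 400 uM selenite was added, NADPH fluorescence (Ex 340/Em 450 nm) was followed for 8 min.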
# RXFP1 agonist: activates the human relaxin receptor RXFP1; actives 0.3% (n = 370,000); Potency, µM (highest dose often 57.5 µM), inactives show at the highest dose activation, hits mostly activators; HEK293T-RXFP1 cAMP TR-FRET, 30 min; response scale: percent of porcine relaxin response, buffer zero; Q9HBX9; further: on the % scale 0 is the no-effect control and ±100 the full control effect; nearly all actives have a fitted effect of over 60% in size; many of its hits are not listed in these tables
#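 HEK293T cells stably expressing RXFP1 were pretreated with the PDE4 inhibitor Ro 20174, exposed to compounds for 30 min at 37C, lysed, and cAMP was read by TR-FRET. Data normalized to buffer (basal) and 29 nM porcine relaxin (100%).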
# RGS4 inhibitor: inhibitors of human regulator of G protein signaling 4; Potency, µM (series often up to 114 µM), inactives show at the top dose activity change, negative = inhibition, actives largely listed as inhibitors; Transcreener GDP fluorescence polarization, RGS4-accelerated GTP hydrolysis; actives 0.039% (n = 390,000); P49798; further: on the % scale 0 is the no-effect control and ±100 the full control effect; nearly all actives have a fitted effect of over 75% in size; some results filed as inactive show a strong effect at the top dose
#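 MLSMR compounds (23 nl, pin-transferred) preincubated 10 min at room temperature with a 500nM (2x) first reagent, then RGS4 at 900nM (2x) plus Transcreener GDP mix added; fluorescence polarization (620/688 nm) read before and after 90 min at 30 °C.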
# TrxR1 substrate: is turned over as a substrate by rat TrxR1; purified TrxR1 substrate turnover, NADPH consumption readout; Potency, µM (series often up to 114 µM), inactives show at the highest dose activity change, negative = substrate turnover; actives 0.01% (n = 390,000); further: on the % scale 0 is the no-effect control and ±100 the full control effect; nearly all actives have a fitted effect of over 50% in size
#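 Rat TrxR1, dispensed at 90 nM, was prereduced with 400 uM NADPH (final) for 5 min at ~22 deg C, then incubated with compound 15 min before 400 uM selenite. A first-read NADPH fluorescence drop versus no-compound background flagged substrates.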
# ALOX12 inh: ALOX12 (human) lipoxygenase inhibition; P18054; purified 12hLO, xylenol orange hydroperoxide absorbance; Potency, µM (top dose mostly 108 µM), inactives show at the highest dose activity change, negative = inhibition, hits mostly inhibitors; actives 1.1% (n = 580,000); further: on the % scale 0 is the no-effect control and ±100 the full control effect
#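 Purified human 12hLO at 150 nM in 25 mM Hepes, 0.01% Triton X-100, pH 7.0, preincubated 15 min at room temperature with compound. Reaction started with 40 uM arachidonic acid, 30 min at room temperature. Hydroperoxide measured by Fe-xylenol orange, 573/405 nm absorbance ratio.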
# Vif-APOBEC3G blk: blocks the Vif interaction with human APOBEC3G. Q9HC16. AID 602310. Potency, µM (highest dose often 46.1 µM), for the others: at the top dose activity, negative = active, actives largely listed as inhibitors. HeLa A3G-eYFP + Vif (tagged APOBEC3G with the HIV-1 protein that degrades it), YFP fluorescence, overnight. actives 0.076% (n = 410,000);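 further: on the % scale 0 is the no-effect control and ±100 the full control effect; nearly all actives have a fitted effect of over 60% in size; hits raise eYFP signal because A3G escapes Vif-driven loss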
# Target sequence (Q9HC16 whole entry, looked up): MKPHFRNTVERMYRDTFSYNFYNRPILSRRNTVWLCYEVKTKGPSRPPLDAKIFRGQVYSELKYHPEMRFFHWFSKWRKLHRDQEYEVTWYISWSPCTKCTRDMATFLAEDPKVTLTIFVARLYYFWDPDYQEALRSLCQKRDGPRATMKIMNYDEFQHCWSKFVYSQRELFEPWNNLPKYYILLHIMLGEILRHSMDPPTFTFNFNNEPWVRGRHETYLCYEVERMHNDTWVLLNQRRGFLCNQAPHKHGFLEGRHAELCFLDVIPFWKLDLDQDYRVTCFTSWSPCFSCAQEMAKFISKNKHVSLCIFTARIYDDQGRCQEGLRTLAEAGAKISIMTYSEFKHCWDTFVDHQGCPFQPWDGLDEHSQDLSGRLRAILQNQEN
#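 Read-out is eYFP fluorescence (Ex 488/Em 500-530) from Vif-expressing HeLa A3G-eYFP cells; more signal means A3G escaped Vif-mediated degradation. Cells plated overnight, compound pinned in, incubated overnight at 37 deg C.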
# USP1 inh: inhibitors of human USP1/UAF1 deubiquitinase; Potency, µM (doses to about 57.1 µM), without a hit: at the top dose activity change, negative = inhibition, hits mostly inhibitors; recombinant USP1/UAF1, Ub-Rhodamine cleavage fluorescence; AID 743255; actives 0.23% (n = 390,000); O94782; further: on the % scale 0 is the no-effect control and ±100 the full control effect; nearly all actives have a fitted effect of over 60% in size; inactives centre near -12
#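 1 nM enzyme complex + cpd, 15 min RT; start with Ub-Rho 150nM final; kinetic fluorescence ex 480/em 540, 6 reads q60 s. Buffer 50mM HEPES pH 7.8, 0.5mM EDTA, 0.1 mg/ml BSA, 1mM TCEP, 0.01% Tween-20.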
# mIDH1 inhibitor: blocks human mutant IDH1 R132H enzyme; AID 602179; actives 0.093% (n = 390,000); Potency, µM (top dose mostly 76.6 µM), without a hit: at the highest dose activity change, negative = inhibition, hits mostly inhibitors; IDH1-R132H enzyme, NADPH consumption, diaphorase/resazurin fluorescence; further: on the % scale 0 is the no-effect control and ±100 the full control effect; nearly all actives have a fitted effect of over 65% in size
#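 IDH1-R132H (0.5 ug/mL dispensed) in pH 7.5 Tris buffer was preincubated 30 min with compound, then given a substrate mix of 0.016 mM NADPH and 2 mM alpha-KG for 80 min at room temperature; remaining NADPH was read by diaphorase/resazurin fluorescence.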
# Active calls of the source: *; ? = inconclusive; · = no result given; [ ] = another dose, or the depositor's remark. The call rests on the fitted dose curve; in most records, active means well fitted curve in the direction sought with a large enough effect; inconclusive means small, poorly fitted or top-dose-only effect, or another doubt; inactive means no such curve, though single readings can be large; an effect the other way counts as inactive or inconclusive. Potency means the concentration at half of the fitted maximal effect. Not all compounds are listed; count on the stated rates, not on these rows.
# The line under a structure holds: RGS4 inhibitor	rTrxR1 inhibitor	USP1 inh	mIDH1 inhibitor	ALOX12 inh	TrxR1 substrate	Vif-APOBEC3G blk	Vif-APOBEC3F blk	RXFP1 agonist
> CC(C)c1ccc(NC(=O)C2C3C=CC4(CN(CCCN5CCOCC5)C(=O)C24)O3)cc1 (stereo not given)
  -10%	9%[57.1 µM]	-13%	5%	21%[57.4 µM]	0%[57.1 µM]	-1%	0%	0.6%
> CCn1c(SCC(=O)O)nnc1-c1ccc(S(=O)(=O)N2CCCC2)cc1
  13%	16%	-16%	14%	-3%	10%	0%	1%	-2.1%
> c1ccc(-n2cc(CN3CCCC(CN4CCCC4)C3)c(-c3ccc4c(c3)OCO4)n2)cc1 (stereo not given)
  8%	36%	-21%	-7%	?	13%	0%	-1%	-1.2%
> Cc1cc(C)c2[nH]c(C(=O)N3CCC(n4nccc4NC(=O)C4CC4)CC3)c(C)c2c1
  -3%	4%	-17%	-3%	0%	1%	-3%	1%	-0.5%
> O=C(Oc1cccc(Nc2ncnc3ccccc23)c1)c1cccnc1
  0%	-4%	-27%	5%	-114%	-4%	-5%	?	8.9%
> CCOc1ccccc1Oc1cn[nH]c1-c1ccc(OCC(=O)NN)cc1O
  -8%	15%[57.1 µM]	-15%	?	14%	9%[57.1 µM]	2%	5%	-1.4%
> OCCC1CN(CCCc2ccccc2)CCN1Cc1ccccc1 (stereo not given)
  -16%	4%	1%	-9%	-15%	0%	4%	-2%	0.4%
> COc1ccc(CC(NC(C)=O)C(=O)NC2CCN(C(=O)c3ccncc3)CC2)cc1OC (stereo not given)
  -1%	17%	-24%	-2%	11%	4%	2%	1%	0.3%
> COc1ccc(CCNCC(=O)Nc2ccccc2C(F)(F)F)cc1
  ?	8%[57.1 µM]	-11%	0%	?	-2%	-4%	8%	-0.6%
> COc1ccccc1CN1CC(C(=O)N2CCCCCCC2)CCC1=O (stereo not given)
  -2%	7%	1%	6%	0%	3%	-1%	-6%	1.9%
> NC(=O)Nc1ccc(C(=O)OCC(=O)Nc2ccc([N+](=O)[O-])cc2C(F)(F)F)cc1
  1%	-9%[57.1 µM]	-2%	-6%	-20%	1%[57.1 µM]	0%	-7%	-0.1%
> CCn1cc(S(=O)(=O)c2ccc(Cl)cc2)c(=O)c2cc(OC)ccc21
  -14%[56.9 µM]	25%	-27%	0%	4%	12%	0%	3%	-1.5%
> O=C(Nc1nccs1)c1cccc(NC(=O)C2CC2)c1
  -3%	27%	-7%	2%	2%	-4%	2%	2%	-0.2%
> Cc1ccc(S(=O)(=O)NCC(=O)OC(C(=O)c2ccccc2)c2ccccc2)cc1 (stereo not given)
  -20%	8%	-21%	1%	0%	-1%	2%	-1%	0.6%
> O=C(NCCn1cccn1)c1ccc(OC2CCN(CCc3ccccc3)CC2)cc1
  -30%	6%	-20%	3%	0%	4%	6%	-7%	3.8%
> Cc1ccccc1Nc1nnc(SCC(=O)Nc2ncc(C(F)(F)F)cc2Cl)s1
  8%	-10%[57.1 µM]	0%	2%	12%	3%[57.1 µM]	-2%	1%	1.6%
> N#CC1=C(N)Nc2ncnn2C1c1ccc([N+](=O)[O-])cc1 (stereo not given)
  -10%	5%	-8%	1%	-8%	-5%	-8%	-5%	11%
> CCC(c1nnnn1C1CCCC1)N1CCN(C(=O)c2ccco2)CC1 (stereo not given)
  10%	3%[57.1 µM]	-7%	1%	?	5%[57.1 µM]	0%	1%	0.3%
> O=C(NCc1ccccc1)c1onc(CSc2ccc(Cl)cc2)c1C(=O)NCC1CC1
  9%	36%	-25%	-3%	-3%	-1%[57.1 µM]	4%	4%	0.6%
> S=C(NCc1cccc(Cl)c1)NC1CCCCC1
  6%	-14%	-1%	2%	?	6%[0.457 µM]	1%	0%	-2.0%
> CCOC(=O)C1=C(CN2CC(C)CC(C)C2)NC(=O)NC1c1ccc2c(c1)OCO2 (stereo not given)
  -24%	10%	-8%	-3%	0%	8%[57.1 µM]	6%	1%	0.3%
> COc1ccc(NC(=O)c2sccc2OS(=O)(=O)N(C)C)cc1
  -37%	19%[57.1 µM]	-4%	9%	6%	-18%[11.4 µM]	-7%	-16%	-0.7%
> Cc1c(N=Cc2ccncc2)c(=O)n(-c2ccccc2)n1C
  -27%	13%[57.1 µM]	-14%	7%	15%	-7%	-1%	1%	-0.1%
> CCC(C)c1ccc(NC(=O)C2CCCN(c3ncccn3)C2)cc1 (stereo not given)
  10%	4%	-9%	8%	0%	-3%	-29%	-7%	-0.8%
> O=C(Oc1coc(CSc2ncccn2)cc1=O)c1cccs1
  3%	7%	-21%	-9%	?	4%	-4%	8%	8.7%
> Cc1[nH]c2ccccc2c1C1(O)C(=O)N(Cc2ccc(Cl)cc2)c2ccccc21 (stereo not given)
  5%	0%	-17%	·	-23%	-10%	·	·	-2.2%
> COc1cccc(NC(=O)Cn2nnc(C(=O)Nc3ccccc3)c2N)c1
  -6%	37%	-14%	0%	-11%	12%	1%	0%	2.1%
> O=C(CO/N=C\c1ccccc1)Nc1ccccc1C(=O)N1CCOCC1
  -20%	8%	-1%	0%	-15%	5%	1%	3%	2.9%
> CCc1nnc(SCC(=O)Nc2ccc(C(C)=O)cc2)nc1CC
  -1%	-9%	-19%	-1%	0%	-7%	-4%	5%	-0.3%
> COc1ccccc1C(=O)NNC(=O)CN(C)S(=O)(=O)c1ccc(Cl)cc1
  ·	·	-25%	-3%	-14%	·	1%	-1%	·
> Cc1nn(C(C)C(=O)c2cccc(Cl)c2)c(C)c1[N+](=O)[O-] (stereo not given)
  -23%	5%[57.1 µM]	1%	2%	-14%	4%[57.1 µM]	0%	-4%	1.6%
> CCOC(=O)c1ccccc1NC(=O)COC(=O)CSC(C)C(=O)Nc1cc(C)on1 (stereo not given)
  -6%	-5%	-19%	9%	-17%	-1%	0%	-11%	-0.3%
> NC(=O)C1CCCN(C(=O)CCC(=O)c2cccs2)C1 (stereo not given)
  -2%	-7%	-1%	-4%	-6%	-3%	2%	1%	·
> Cc1cc(C(=O)Nc2sc3c(c2C#N)CCC3)no1
  -22%	-10%	-7%	10%	?	-7%	?	-4%	0.1%
> O=c1[nH]n2c(-c3ccccc3)nc(O)c2c2ccccc12
  10%	9%[57.1 µM]	-15%	2%	-10%	6%[57.1 µM]	-1%	1%	0.3%
> CCOCCCNC(=S)N(CCN(CC)CC)Cc1cc2cc3c(cc2[nH]c1=O)OCCO3
  1%	49%[11.4 µM]	-10%	-2%	0%	42%[activator]	2%	-1%	0.2%
> CCc1nnc(/N=C/c2c(O)n(-c3ccc(Cl)cn3)c(=O)c3ccccc23)s1
  27%	-12%[57.1 µM]	-4%	2%	?	7%[57.1 µM]	0%	3%	4.5%
> CCC(C)NC(=O)c1nn(C)c(=O)c2ccccc12 (stereo not given)
  -4%	21%[57.1 µM]	-4%	9%	-18%	-18%[57.1 µM]	-5%	-3%	2.6%
> Cc1nc(Cl)c(C#N)cc1-c1ccccc1
  1%	14%	-6%	14%	-29%	6%	-6%	-1%	0.2%
> CSc1nc(N)nc2c1ncn2CC(=O)N1CCN(c2ccccn2)CC1
  17%	-7%	-2%	7%	26%	2%	0%	5%	·
> COC(=O)CSc1nc2ncc(Cl)cc2[nH]1
  -11%	9%[57.1 µM]	-15%	5%	0%	10%[57.1 µM]	0%	-3%	0.8%
> COc1ccc(COC(=O)CCS(=O)(=O)c2ccc(C)cc2)cc1
  -8%	8%	-2%	10%	-29%	-3%[57.1 µM]	-1%	5%	-0.3%
> O=C(CCCc1ccccn1)c1ccccc1
  -6%	9%	-14%	5%	-12%	8%	1%	1%	·
